Screening results deposited in PubChem BioAssay by National Center for Advancing Translational Sciences (NCATS).
TDP-43 yeast inh: qHTS of TDP-43 Inhibitors | TDP-43 expressing yeast growth rescue, BacTiter-Glo, 24 h | Potency, µM (doses to about 46.1 µM), for inactives: at the highest dose growth rescue (activation), hits mostly activators | hit rate 1.8% among 410,000 | AID 652104, 2013; note: % of control where 0% means no effect; nearly all actives have a fitted effect of over 50% in size
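Galactose-induced TDP-43 yeast, OD600=0.02, compound pinned; 24 hr, 30 deg C; BacTiter-Glo luminescence for growth. Inhibitors of TDP-43 toxicity read as activators.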
HT1080NT lethal: qHTS for induction of synthetic lethality in tumor cells producing 2HG: qHTS for the HT-1080-NT fibrosarcoma cell line | HT-1080-NT fibrosarcoma viability, CellTiter-Glo ATP luminescence, 48 h | hit rate 1.6% among 360,000 | AID 686970, 2013 | Potency, µM (top dose mostly 46.1 µM), for the others: at the highest dose activity, negative = less viability, usual class: cytotoxic;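 note: NT is the 2HG producing partner of a matched IDH1 knockdown line; 0% = DMSO-treated cells and -100% = media-only wells without cells; nearly all actives have a fitted effect of over 55% in size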
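Viability of the 2HG-overproducing fibrosarcoma line after 48 hours of compound exposure at 37 degrees C was determined by luminescence with CellTiter-Glo, and concentration-effect curves were then fitted and categorized.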
GLP-1R agonist: qHTS of GLP-1 Receptor Agonists | Glucagon-like peptide 1 receptor (Homo sapiens), P43220 | hit rate 0.007% among 380,000 | AID 624172, 2012 | Potency, µM (titrated, usually from 45.6 µM), for inactives: at the highest dose activation, actives largely listed as activators | HEK293 GLP-1R CRE-luciferase, luminescence, 4-6 h; cells express a hypersensitive GLP-1R form; note: % of control where 0% means no effect
Target sequence (P43220 whole entry, looked up): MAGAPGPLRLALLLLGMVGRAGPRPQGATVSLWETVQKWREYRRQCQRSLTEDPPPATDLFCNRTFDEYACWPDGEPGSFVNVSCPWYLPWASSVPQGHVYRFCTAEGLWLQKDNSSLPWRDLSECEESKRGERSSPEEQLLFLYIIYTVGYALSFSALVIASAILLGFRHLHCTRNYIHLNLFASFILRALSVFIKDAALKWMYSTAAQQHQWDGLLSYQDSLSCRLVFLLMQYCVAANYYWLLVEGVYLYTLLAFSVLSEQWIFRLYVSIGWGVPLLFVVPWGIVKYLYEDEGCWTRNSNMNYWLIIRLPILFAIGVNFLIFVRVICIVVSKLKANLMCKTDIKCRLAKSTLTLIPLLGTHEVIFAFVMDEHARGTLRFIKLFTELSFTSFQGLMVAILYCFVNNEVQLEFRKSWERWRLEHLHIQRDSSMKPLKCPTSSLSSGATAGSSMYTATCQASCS
GLP1R inv ag: qHTS of GLP-1 Receptor Inverse Agonists (Inhibition Mode). Potency, µM (top dose mostly 38.3 µM), for inactives: at the highest dose activity change, negative = inhibition, most hits filed as inhibitors. Glucagon-like peptide 1 receptor (Homo sapiens), P43220. HEK293 GLP-1R CRE-luciferase, luminescence, 24 h; GLP-1R form is constitutively active. hit rate 1.6% among 410,000; note: % is set by controls: 0 for no effect and ±100 for the full control effect; nearly all actives have a fitted effect of over 55% in size
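Using stably transfected HEK293 (constitutively active GLP-1R, cAMP-luciferase reporter), compounds were incubated 24 hr and luciferase measured by luminescence.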
KB-V1 cytotox: qHTS assay for MDR1-selective chemotherapeutics: Primary screen using the drug-selected MDR subline cells KB-V1; KB-V1 MDR cells viability, CellTiter-Glo, 72 h; Potency, µM (top dose mostly 46.1 µM), inactives show top-dose activity change, negative = cytotoxicity, actives largely listed as cytotoxic; hit rate 3.4% among 400,000; AID 1347076, 2019; note: % is set by controls: 0 for no effect and ±100 for the full control effect; nearly all actives have a fitted effect of over 60% in size
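Cells of the MDR subline KB-V1 are plated, dosed with compound at multiple concentrations, and incubated 72 h at 37 degrees C; CellTiter-Glo is then added and luminescence read after 10 min.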
SW480 rerep: A quantitative high throughput screen for small molecules that induce DNA re-replication in SW480 colon adenocarcinoma cells | SW480 DNA re-replication, Hoechst DNA content imaging, 48 h | Potency, µM (series often up to 46.1 µM), for inactives: top-dose re-replication activation, usual class: activators | hit rate 1.8% among 340,000; note: % of control where 0% means no effect; nearly all actives have a fitted effect of over 55% in size
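SW480 cells exposed to compounds for 48 hr at 37 C, 5% CO2, then Hoechst-stained 40 min. Nuclear DNA content imaged by fluorescence scanning (405 nm excitation, 500-530 nm emission); re-replication scored as increased high-intensity nuclei.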
GLP1R cytotox: qHTS of GLP-1 Receptor Inverse Agonists: Cytotox Screen. HEK293 cAMP-luciferase reporter cells, luminescence, 24 h. Potency, µM (highest dose often 38.3 µM), inactives show top-dose activity change, negative = inhibition, actives largely listed as inhibitors. hit rate 0.13% among 410,000;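 note: loss of luciferase light is scored as toxicity; % is set by controls: 0 for no effect and ±100 for the full control effect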
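Step one: seed cells (200 cells/uL, DMEM with 10% Nu serum, 1% pen-strep). Step two: 12-hour incubation at 37 deg C. Step three: pin 23 nL compound, incubate 24 hr. Step four: add luciferase reagent, read luminescence 12 min later.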
HT1080 IDH1KD tx: qHTS for induction of synthetic lethality in tumor cells producing 2HG: qHTS for the HT-1080-IDH1KD cell line | HT-1080 IDH1 knockdown viability, ATP luminescence, 48 h | Potency, µM (highest dose often 46.1 µM), without a hit: top-dose activity, negative = toxicity, actives largely listed as cytotoxic | hit rate 2% among 360,000;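 note: 0% = DMSO wells and -100% = cell-free medium wells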
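CellTiter-Glo luminescence after 48 h compound exposure at 37 degrees C of IDH1-knockdown HT-1080 cells in 5% FBS RPMI. %Activity scaled between DMSO wells and cell-free media wells, with curves fitted and assigned curve classes.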
KB-3-1 cytotox: qHTS assay for MDR1-selective chemotherapeutics: Primary screen using the parental adenocarcinoma cell KB-3-1. Potency, µM (series often up to 46.1 µM), for inactives: at the top dose activity change, negative = cytotoxic, most hits filed as cytotoxic. hit rate 1.4% among 400,000. KB-3-1 viability, CellTiter-Glo ATP luminescence, 72 h; note: % is set by controls: 0 for no effect and ±100 for the full control effect; nearly all actives have a fitted effect of over 60% in size
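Here the drug-naive KB-3-1 line serves as comparator for MDR sub-line selectivity; cells received compound titrations, 72 h at 37 °C, then CellTiter-Glo readout.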
* = called active by the depositor; [ ] = remark or other dose. Calls come from the whole dose curve; as a rule, active = well fitted curve in the direction sought with a large enough effect; inconclusive = small, poorly fitted or top-dose-only effect, or another doubt; inactive = no such curve, though single readings can be large; an effect the other way counts as inactive or inconclusive. Potency is the fitted concentration of half-maximal effect.

How did CC1(C)Cc2c(sc3nc(SCC(=O)NCc4ccco4)n(-c4ccccc4)c(=O)c23)CS1 do in these assays?
TDP-43 yeast inh: 0%; HT1080NT lethal: 10%; GLP-1R agonist: 3%; GLP1R inv ag: inconclusive; KB-V1 cytotox: 4%; SW480 rerep: -1%[9.22 µM]; GLP1R cytotox: 15%; HT1080 IDH1KD tx: 1%; KB-3-1 cytotox: 1%

Results for CC(C)C[C@@H](NC(=O)C1CCC(CNC(=O)[C@@H]2CCCN2C(=O)OC(C)(C)C)CC1)C(=O)O (some centres not stated) ?
TDP-43 yeast inh: -8%; HT1080NT lethal: 5%; GLP-1R agonist: 11%; GLP1R inv ag: 6%; KB-V1 cytotox: 12%; SW480 rerep: -2%; GLP1R cytotox: 0%; HT1080 IDH1KD tx: 18%; KB-3-1 cytotox: 10%

What do the screens show for `Cc1cccc(OCc2ccc(C(=O)N3CCOCC3)o2)c1`?
TDP-43 yeast inh: 23%; HT1080NT lethal: -1%; GLP-1R agonist: 8%; GLP1R inv ag: 5%; KB-V1 cytotox: 0%; SW480 rerep: -1%; GLP1R cytotox: 9%; HT1080 IDH1KD tx: -9%; KB-3-1 cytotox: 7%

Results for CCC1=NN(C(=O)Cc2ccc([N+](=O)[O-])cc2)C(O)(C(C)(C)C)C1 (configuration not stated) ?
TDP-43 yeast inh: 14%; HT1080NT lethal: -3%; GLP-1R agonist: -7%; GLP1R inv ag: 0%; KB-V1 cytotox: -7%; SW480 rerep: -2%; GLP1R cytotox: 6%; HT1080 IDH1KD tx: -10%; KB-3-1 cytotox: -11%

Results for CC(C)=N/N=C(\c1cccc([N+](=O)[O-])c1)C12CN3CN(CN(C3)C1)C2 ?
TDP-43 yeast inh: -5%; HT1080NT lethal: 4%; GLP-1R agonist: -3%; GLP1R inv ag: 14%; KB-V1 cytotox: 2%; SW480 rerep: 0%; GLP1R cytotox: 2%; HT1080 IDH1KD tx: -1%; KB-3-1 cytotox: 1%

How did Cc1c(Br)c([N+](=O)[O-])nn1CCCC(=O)Nc1c(C)n(C)n(-c2ccccc2)c1=O do in these assays?
TDP-43 yeast inh: 4%; HT1080NT lethal: 10%; GLP-1R agonist: -1%; GLP1R inv ag: 21%; KB-V1 cytotox: 3%; SW480 rerep: 20%; GLP1R cytotox: -18%; HT1080 IDH1KD tx: 6%; KB-3-1 cytotox: 5%

What do the screens show for `Cc1ccsc1/C=N/n1c(-c2ccco2)n[nH]c1=S`?
TDP-43 yeast inh: 6%; HT1080NT lethal: -2%; GLP-1R agonist: -2%; GLP1R inv ag: 0%; KB-V1 cytotox: 0%; SW480 rerep: 5%; GLP1R cytotox: -4%; HT1080 IDH1KD tx: 10%; KB-3-1 cytotox: -4%

How did CCOC(=O)COc1c(OC)cc(Cl)cc1C1NC(=O)NC(C)=C1C(C)=O (configuration not stated) do in these assays?
TDP-43 yeast inh: -12%; HT1080NT lethal: 19%; GLP-1R agonist: -8%; GLP1R inv ag: 1%; KB-V1 cytotox: -5%; SW480 rerep: -7%; GLP1R cytotox: 0%; HT1080 IDH1KD tx: -4%; KB-3-1 cytotox: 2%

How did COc1ccc(CCNC(=O)c2ccc(NS(=O)(=O)c3ccc4[nH]c(=O)[nH]c4c3)cc2)cc1OC do in these assays?
TDP-43 yeast inh: 15%; HT1080NT lethal: 7%; GLP-1R agonist: -4%; GLP1R inv ag: 1%; KB-V1 cytotox: -2%; SW480 rerep: -2%; GLP1R cytotox: 2%; HT1080 IDH1KD tx: inconclusive; KB-3-1 cytotox: inconclusive

Results for COc1cccc(C(C[N+](=O)[O-])c2c(C)[nH]n(-c3ccccc3)c2=O)c1 (configuration not stated) ?
TDP-43 yeast inh: -12%; HT1080NT lethal: inconclusive; GLP-1R agonist: 0%; GLP1R inv ag: -20%; KB-V1 cytotox: 1%; SW480 rerep: inconclusive; GLP1R cytotox: -1%; HT1080 IDH1KD tx: inconclusive; KB-3-1 cytotox: 3%

Sorted by SMILES length (rising): part of the list above
How did CCOC(=O)COc1c(OC)cc(Cl)cc1C1NC(=O)NC(C)=C1C(C)=O (configuration not stated) do in these assays?
TDP-43 yeast inh: -12%; HT1080NT lethal: 19%; GLP-1R agonist: -8%; GLP1R inv ag: 1%; KB-V1 cytotox: -5%; SW480 rerep: -7%; GLP1R cytotox: 0%; HT1080 IDH1KD tx: -4%; KB-3-1 cytotox: 2%

Results for COc1cccc(C(C[N+](=O)[O-])c2c(C)[nH]n(-c3ccccc3)c2=O)c1 (configuration not stated) ?
TDP-43 yeast inh: -12%; HT1080NT lethal: inconclusive; GLP-1R agonist: 0%; GLP1R inv ag: -20%; KB-V1 cytotox: 1%; SW480 rerep: inconclusive; GLP1R cytotox: -1%; HT1080 IDH1KD tx: inconclusive; KB-3-1 cytotox: 3%

How did COc1ccc(CCNC(=O)c2ccc(NS(=O)(=O)c3ccc4[nH]c(=O)[nH]c4c3)cc2)cc1OC do in these assays?
TDP-43 yeast inh: 15%; HT1080NT lethal: 7%; GLP-1R agonist: -4%; GLP1R inv ag: 1%; KB-V1 cytotox: -2%; SW480 rerep: -2%; GLP1R cytotox: 2%; HT1080 IDH1KD tx: inconclusive; KB-3-1 cytotox: inconclusive

Further compounds follow:
Results for COc1ccc(Cn2ccc3nc(C)c(C(=O)Nc4ccc(OC)c(OC)c4)cc3c2=O)cc1 ?
TDP-43 yeast inh: 21%; GLP-1R agonist: 0%; GLP1R inv ag: 20%; KB-V1 cytotox: inconclusive; GLP1R cytotox: -4%; KB-3-1 cytotox: 21%

How did O=C(Nc1nncs1)c1cc(-c2ccncc2)nc2ccc(Cl)cc12 do in these assays?
TDP-43 yeast inh: 9%; HT1080NT lethal: -1%; GLP-1R agonist: -3%; GLP1R inv ag: 17%; KB-V1 cytotox: 17%; SW480 rerep: -9%; GLP1R cytotox: 10%; HT1080 IDH1KD tx: 6%; KB-3-1 cytotox: 0%

What do the screens show for `COC(=O)C1CCCN1C(=O)C1CCCN1C(=O)CNC(=O)OCc1ccccc1` (configuration not stated)?
TDP-43 yeast inh: 11%; HT1080NT lethal: -20%; GLP-1R agonist: -19%; GLP1R inv ag: 15%; KB-V1 cytotox: 0%; SW480 rerep: 0%; GLP1R cytotox: -6%; HT1080 IDH1KD tx: -20%; KB-3-1 cytotox: -21%

Results for COc1ccc(N=c2oc3cc(O)ccc3cc2C(=O)Nc2ccccn2)cc1OC ?
TDP-43 yeast inh: 25%; HT1080NT lethal: 19%; GLP-1R agonist: 2%; GLP1R inv ag: 1%; KB-V1 cytotox: inconclusive; SW480 rerep: -46%[inhibitor]; GLP1R cytotox: 21%; HT1080 IDH1KD tx: 11%; KB-3-1 cytotox: inconclusive

What do the screens show for `CN(Cc1cccs1)C(=O)Cn1cnc2cc([N+](=O)[O-])ccc2c1=O`?
TDP-43 yeast inh: -6%; HT1080NT lethal: 0%; GLP-1R agonist: 5%; GLP1R inv ag: 18%; KB-V1 cytotox: 13%; SW480 rerep: -13%; GLP1R cytotox: -5%; HT1080 IDH1KD tx: 14%; KB-3-1 cytotox: 4%

How did COc1ccccc1NC(=O)C1CCCN1S(=O)(=O)c1cccc2nsnc12 (configuration not stated) do in these assays?
TDP-43 yeast inh: 22%; HT1080NT lethal: 7%; GLP-1R agonist: 12%; GLP1R inv ag: 3%; KB-V1 cytotox: -26%; SW480 rerep: -4%; GLP1R cytotox: -1%; HT1080 IDH1KD tx: -1%; KB-3-1 cytotox: -1%

How did Cn1nc(C(=O)Nc2ccc3c(c2)OCCO3)c2ccccc2c1=O do in these assays?
TDP-43 yeast inh: inconclusive; HT1080NT lethal: -1%; GLP-1R agonist: 6%; GLP1R inv ag: 25%; KB-V1 cytotox: -6%; SW480 rerep: -8%; GLP1R cytotox: -3%; HT1080 IDH1KD tx: 7%; KB-3-1 cytotox: -1%

Results for Cc1c(-n2cc(C(=O)O)c(=O)c3cc(F)c(N4CCCC4)c(F)c32)c(=O)n(-c2ccccc2)n1C ?
TDP-43 yeast inh: -6%; HT1080NT lethal: -4%; GLP-1R agonist: -15%; GLP1R inv ag: 3%; KB-V1 cytotox: 1%; SW480 rerep: -22%; GLP1R cytotox: -3%; HT1080 IDH1KD tx: -5%; KB-3-1 cytotox: -5%

How did CCS(=O)(=O)N1CCC(C(=O)Oc2ccc(C)c(C)c2)CC1 do in these assays?
TDP-43 yeast inh: 12%; HT1080NT lethal: 3%; GLP-1R agonist: 0%; GLP1R inv ag: 6%; KB-V1 cytotox: -7%; SW480 rerep: -2%; GLP1R cytotox: -24%; HT1080 IDH1KD tx: 3%; KB-3-1 cytotox: 7%

What do the screens show for `NC(=O)CC(NC(=O)c1ccccc1)c1ccc(NC2CCCC2)c([N+](=O)[O-])c1` (configuration not stated)?
TDP-43 yeast inh: -5%; HT1080NT lethal: -3%; GLP-1R agonist: 8%; GLP1R inv ag: 3%; KB-V1 cytotox: 4%; SW480 rerep: -4%[9.22 µM]; GLP1R cytotox: -14%; HT1080 IDH1KD tx: -3%; KB-3-1 cytotox: -11%

Results for O=c1c(-c2cc(-c3ccccc3)nc3c2COc2ccc(Cl)cc2-3)coc2ccccc12 ?
TDP-43 yeast inh: 4%; GLP-1R agonist: 0%; GLP1R inv ag: 13%; KB-V1 cytotox: inconclusive; GLP1R cytotox: 4%; KB-3-1 cytotox: 4%
